# EPAC2 ag: qHTS for Agonist of cAMP-regulated guanine nucleotide exchange factor 4 (EPAC2): primary screen. Rap guanine nucleotide exchange factor 4 (Homo sapiens), Q8WZA2. actives 0.079% (n = 360,000). EPAC2 activation, biochemical qHTS; response scale: 100% = 6.5 mM cAMP response. Potency, µM (top dose mostly 154 µM), for the others: at the top dose activation, most hits filed as activators. AID 720711, 2013; also: potency is read from the fitted curve at half-maximal effect; nearly all actives have a fitted effect of over 50% in size
# Target sequence (Q8WZA2 whole entry, looked up): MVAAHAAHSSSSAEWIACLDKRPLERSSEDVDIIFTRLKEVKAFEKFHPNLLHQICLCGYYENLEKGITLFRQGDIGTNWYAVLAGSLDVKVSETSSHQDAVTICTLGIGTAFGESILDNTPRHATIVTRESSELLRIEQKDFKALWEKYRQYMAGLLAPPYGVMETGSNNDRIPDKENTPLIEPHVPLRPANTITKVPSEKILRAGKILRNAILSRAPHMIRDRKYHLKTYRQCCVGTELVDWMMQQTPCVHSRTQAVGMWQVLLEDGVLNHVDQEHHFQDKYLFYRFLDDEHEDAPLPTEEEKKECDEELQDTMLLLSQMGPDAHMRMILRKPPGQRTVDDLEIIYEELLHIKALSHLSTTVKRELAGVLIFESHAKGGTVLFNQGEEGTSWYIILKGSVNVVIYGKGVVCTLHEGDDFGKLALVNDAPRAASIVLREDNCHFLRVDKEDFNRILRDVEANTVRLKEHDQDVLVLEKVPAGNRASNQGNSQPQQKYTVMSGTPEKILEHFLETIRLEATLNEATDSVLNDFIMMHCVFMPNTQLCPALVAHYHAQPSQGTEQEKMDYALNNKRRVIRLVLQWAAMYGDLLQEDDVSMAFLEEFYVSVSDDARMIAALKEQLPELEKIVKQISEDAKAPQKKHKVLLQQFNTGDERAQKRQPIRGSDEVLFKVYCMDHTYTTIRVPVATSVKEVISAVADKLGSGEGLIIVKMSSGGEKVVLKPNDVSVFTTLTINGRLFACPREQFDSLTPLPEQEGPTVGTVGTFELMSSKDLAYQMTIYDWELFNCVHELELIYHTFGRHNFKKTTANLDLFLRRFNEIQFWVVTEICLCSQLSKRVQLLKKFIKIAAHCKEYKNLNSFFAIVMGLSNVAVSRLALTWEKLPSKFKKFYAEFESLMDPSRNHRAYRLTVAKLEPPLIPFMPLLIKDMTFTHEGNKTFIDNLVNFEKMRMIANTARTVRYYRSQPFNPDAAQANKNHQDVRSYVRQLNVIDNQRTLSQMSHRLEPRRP
#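 Nucleotide exchange monitored as fluorescence drop when BODIPY-GDP leaves Rap1B. Reaction: 100 nM EPAC2, 250 nM RAP1B-BODIPY-GDP, 50 uM GDP, room temperature, kinetic read over 30 min. Activity expressed relative to 6.5 mM cAMP.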
# A549 tox: Nrf2 qHTS screen for inhibitors: counterscreen for cytotoxicity; A549 ARE-Fluc cells, CellTiter-Fluor viability, 18-24 h; Potency, µM (highest dose often 46 µM), without a hit: at the highest dose activity change, negative = cytotoxicity, actives largely listed as inhibitors; actives 0.16% (n = 390,000); also: potency is read from the fitted curve at half-maximal effect; % is scaled to controls: 0 for no effect and ±100 for the full control effect
#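 A549 ARE_Fluc cells in 5% FBS OPTI-MEM were exposed to compounds in concentration-response for 18-24 h at 37 deg C. Viability was read by CellTiter-Fluor fluorescence (Ex 405/Em 525) after 30 min, before the luciferase read.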
# Mm-Cpn inhibitor: Inhibitors of TCP-1 ring complex (TRiC) of Methanococcus maripaludis (MmCpn): qHTS. purified Mm-Cpn ATPase, ADP Transcreener TR-FRET. Potency, µM (series often up to 76.9 µM), for the others: at the highest dose activity, negative = inhibition, actives largely listed as inhibitors. actives 0.031% (n = 330,000). AID 504842, 2011; also: potency is read from the fitted curve at half-maximal effect; % is scaled to controls: 0 for no effect and ±100 for the full control effect; nearly all actives have a fitted effect of over 80% in size
#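 Measured: ADP formation by purified Mm-CPN. Conditions: 25 nM protein, 10 uM ATP, Tris pH 7.4 with Mg2+, K+ and DTT, 37°C for 30 min. Detection: Transcreener HTRF after 30 min at room temperature.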
# pAkt inh: HTS Assay for Inhibitors of Akt Phophorylation: Primary Screen; actives 0.32% (n = 360,000); Neuro2A IGF-stimulated pAkt S473 HTRF, 20 min; active compounds read low; activity change, % for hits at 50 µM; in the data active = activity change below about -80%; inconclusive = mostly about -51% to -80%; also: % is scaled to controls: 0 for no effect and ±100 for the full control effect
#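 Neuro2A cells in DMEM with 0.5% FBS, overnight at 37 deg C, given compound at single 50 µM final, then IGF (6 nM final) for 20 min at 37 deg C. Lysed; phospho-Akt Ser473 by HTRF after 24 h, 665/615 ratio.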
# Nrf2 activator: qHTS of Nrf2 Activators; AID 624171, 2012; Potency, µM (titrated, usually from 46.1 µM), for inactives: top-dose activation, most hits filed as activators; actives 0.31% (n = 410,000); AREc32 ARE-luciferase reporter (MCF7-derived line), luminescence, 24 h; also: potency is read from the fitted curve at half-maximal effect; % of control where 0% means no effect; nearly all actives have a fitted effect of over 65% in size
#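 Reporter line AREc32 (ARE-Fluc), seeded overnight in OPTI-MEM with 5% FBS; compound pin-transferred, 24 hr at 37 deg C, 5% CO2; luminescent read-out.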
# EPAC2 antagonist: qHTS for Antagonist of cAMP-regulated guanine nucleotide exchange factor 2 (EPAC2): primary screen. Potency, µM (highest dose often 114 µM), without a hit: top-dose activity, negative = inhibition, actives largely listed as inhibitors. actives 0.18% (n = 360,000). EPAC2 GEF exchange of Rap1B-BODIPY-GDP, fluorescence. Rap guanine nucleotide exchange factor 4 (Homo sapiens), Q8WZA2; also: potency is read from the fitted curve at half-maximal effect; % is scaled to controls: 0 for no effect and ±100 for the full control effect; nearly all actives have a fitted effect of over 45% in size; many of its hits are not listed in these tables
# Nrf2 block: Nrf2 qHTS screen for inhibitors. Potency, µM (doses to about 46 µM), for the others: at the top dose activity change, negative = inhibition, hits mostly inhibitors. A549 ARE-Fluc reporter, luciferase luminescence, 18-24 h. actives 2.1% (n = 360,000); also: potency is read from the fitted curve at half-maximal effect; % is scaled to controls: 0 for no effect and ±100 for the full control effect; nearly all actives have a fitted effect of over 60% in size
#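 Two sequential reads on A549 ARE_Fluc cells exposed to compound for 18-24 h: a CellTiter-Fluor fluorescence read for viability, then a luciferase luminescence read for Nrf2/ARE activity.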
# TGFb SMAD3 inh: qHTS for Inhibitors of TGF-b; HepG2 CAGA-GFP TGF-b/SMAD3 reporter, GFP fluorescence, 18 h; TGF-beta stimulated, 500 pg/mL final; Potency, µM (highest dose often 46.1 µM), for the others: at the highest dose activity, negative = inhibition, hits mostly inhibitors; actives 1.2% (n = 410,000); AID 588855, 2011; also: potency is read from the fitted curve at half-maximal effect; % is scaled to controls: 0 for no effect and ±100 for the full control effect; nearly all actives have a fitted effect of over 65% in size
#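 Inhibition was scored as loss of TGF-beta-induced (500 pg/mL final, 18 hours, 37 degrees C) GFP in HEPG2 cells carrying a CAGA-GFP reporter, in DMEM with 1% FBS. Well GFP was summed per cell; Activity was normalised to unstimulated and stimulated DMSO wells, then concentration-response fitting.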
# CCT chaperon mod: High-Throughput Screening for Modulators of Cytosolic Chaperonin Activity; purified chaperonin ATPase assay, HTRF ADP detection, 30 min; activity change, % (no concentration beside the values), hits read low; actives 0.3% (n = 360,000); AID 651819, 2012; in the data active = activity change below about -30%; also: % is scaled to controls: 0 for no effect and ±100 for the full control effect
#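 TRiC (40 or 20 nM final, by batch activity) in 30 mM Tris pH 7.4, 100 mM KCl, 5 mM MgCl2, 1 mM DTT was treated with compound at 76 uM single dose, then 10 uM ATP, 30 min at 37 °C. ADP was read by HTRF Transcreener.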
# An asterisk follows results filed as active; i = inactive; ? = inconclusive; / = no result given; & = joins results of further samples; [ ] = another dose, or the depositor's remark. Unless noted, calls follow the shape of the dose curve; as a rule, active = well fitted curve in the direction sought with a large enough effect; inconclusive = small, poorly fitted or top-dose-only effect, or another doubt; inactive = no such curve, though single readings can be large; an effect the other way counts as inactive or inconclusive. The list is partial. The share of hits here may be higher or lower than overall.
SMILES,EPAC2 ag,A549 tox,Mm-Cpn inhibitor,pAkt inh,Nrf2 activator,EPAC2 antagonist,Nrf2 block,TGFb SMAD3 inh,CCT chaperon mod
COc1ccc(CC(=O)Nc2cc(S(=O)(=O)N3CCCCC3)ccc2C)cc1OC,11.9%,?,-12.0%,i,2.2%,15.5%,4.11µM*,?,1.3
CC(Sc1nnc(-c2ccncc2)n1C)C(=O)NCC(=O)Nc1ccc(F)c(F)c1F (stereo not given),-6.1%,/,/,i,1.2%,2.5%,/,1.4%,2.1
CCN(CC)CCNC(=O)C1CCCN(c2ncnc3onc(C)c23)C1 (stereo not given),/,11.0%,/,/,0.3%,/,?,18.5%,/
O=C1CC(c2cccs2)c2cc3c(cc2N1)OCCO3 (stereo not given),3.6%,-6.9%,2.7%,i,2.0%,-0.4%,-29.2%,-1.7%,-2.3
CC(=O)ONC(=Nc1ccccc1)c1nonc1N,5.2%,1.7%,-1.7%,i,0.0%,-10.8%,14.6%,-7.6%,-0.9
CCCN(CCC)C(=O)Cn1c2ccccc2c2nc(=O)cc(C)n21,10.8%,4.3%,-2.1%,i,0.3%,2.6%,-6.2%,-10.1%,-3.7
O=C(N/N=C/c1ccc(O)cc1)c1nc(-c2ccccc2)n(-c2ccccc2)n1,0.0%,-2.3%,-1.3%,i,4.3%,4.0%,1.5%,7.7%,1.5
COc1ccc(-c2nc(SC)n(S(=O)(=O)c3ccccc3)n2)cc1,-0.2%,7.8%,?,i,-0.3%,2.3%,?,-13.6%,-1.7
Cc1ccccc1N(C(=O)c1csnn1)C(C(=O)NC(C)(C)C)c1cccs1 (stereo not given),6.1%,0.5%,1.4%,i,-0.1%,11.8%,-6.0%,15.7%,-9.8
O=C(NCc1ccc(/C=N\NC(=O)C(=O)Nc2ccccc2Br)o1)C(=O)Nc1ccccc1,2.3%,-6.2%,-11.0%,i,3.7%,16.3%,3.4%,-18.9%,2.1
CCc1nc2c(OCc3cccc(Cl)c3)cccn2c1N(C)C(C)=O,20µM*,/,/,i,7.9%,3.2%,/,3.1%,-1.2
Cc1csc(CNc2ncnc3ccc(-c4ccoc4)cc23)c1,12.2%,0.1%,-0.9%&2.0%,/,0.4%,-11.9%,?,-17.4%,/
COc1cc(/C=N/Nc2ccc(F)cc2F)cc(OC)c1O,10.3%,-0.8%,1.5%,i,15.5%,-11.9%,-7.5%,?,-7.2
COc1ccc(CNS(=O)(=O)c2ccc(-c3cnc(C4CC4)o3)cc2)cc1,-0.9%,9.1%&-6.5%,-3.4%,i,3.3%&4.6%,1.0%,?,-29.4%&-21.8%,-2.9
CC(OC(=O)C1CCCC1)C(=O)Nc1ccc(C(N)=O)cc1 (stereo not given),16.2%,3.7%,0.5%,i,-0.3%,-11.5%,-4.8%,-6.1%,-4.1
O=C(NCc1ccncc1)/C(=C\c1ccc(F)cc1)NC(=O)c1ccccc1,4.7%,-2.0%,-1.0%,i,-0.4%,-6.1%,5.7%,5.7%,0.7
Nc1nc(-c2ccc(Cl)cc2)nn1C(=O)c1ccco1,4.1%,0.2%,2.0%,i,21.1%,21.5%,2.1%,-0.1%,-0.8
Cc1ccc(Nc2nc(N/N=C\c3ccc4c(c3)OCO4)nc(N3CCOCC3)n2)cc1,-14.3%,0.6%,-3.0%,i,8.1%,-4.1%,7.1%,-20.2%,-0.3
COC(=O)CSc1snnc1-c1ccc(F)cc1,-1.5%,1.8%,0.6%,i,-0.8%,-0.2%,6.1%,-7.9%,-1.4
CC(=O)N1CCc2cc(NC(=O)C3(C)CCN3CCc3ccccc3)ccc21 (stereo not given),4.1%,/,/,i,0.1%,-10.0%,/,-14.7%,0.9
C[C@H]1CN([C@@H](C)CO)C(=O)c2cc(/C=C/c3ccccc3)cnc2O[C@H]1CN(C)C(=O)c1cccc(F)c1,5.1%,/,/,i,0.5%,7.2%,/,-7.6%,-0.5
CCc1ccccc1NC(=O)c1cc(-c2cccs2)on1,2.6%,8.0%,-2.6%,i,?,-4.9%,1.2%,?,-9.4
CCOC(=O)N1CCc2c(sc3c2c(=O)n(Cc2ccccc2)c(=O)n3Cc2cccc(C)c2)C1,5.0%,3.7%&-0.7%,-2.1%,i,-0.2%&-0.2%,-3.5%,4.1%&-18.0%,0.9%&-28.9%,-1.8
COc1ccc(NC(=O)C23CC4CC(C2)CC(n2cnc(Br)n2)(C4)C3)cc1Cl,11.8%,-4.9%,-3.0%,i,3.4%,-4.0%,-24.3%,-4.0%,2.9

# By substructure, those above with bromine
SMILES,EPAC2 ag,A549 tox,Mm-Cpn inhibitor,pAkt inh,Nrf2 activator,EPAC2 antagonist,Nrf2 block,TGFb SMAD3 inh,CCT chaperon mod
O=C(NCc1ccc(/C=N\NC(=O)C(=O)Nc2ccccc2Br)o1)C(=O)Nc1ccccc1,2.3%,-6.2%,-11.0%,i,3.7%,16.3%,3.4%,-18.9%,2.1
COc1ccc(NC(=O)C23CC4CC(C2)CC(n2cnc(Br)n2)(C4)C3)cc1Cl,11.8%,-4.9%,-3.0%,i,3.4%,-4.0%,-24.3%,-4.0%,2.9

# Following part
SMILES,EPAC2 ag,A549 tox,Mm-Cpn inhibitor,pAkt inh,Nrf2 activator,EPAC2 antagonist,Nrf2 block,TGFb SMAD3 inh,CCT chaperon mod
CCN1C(=O)[C@@H]2Cc3c([nH]c4ccccc34)C(c3ccc(OC)cc3)N2C1=S (stereo not given in full),8.7%,11.1%,-4.4%,i,7.6%,-13.4%,?,381.8%[activator],-1.4
C=CCn1c(=O)[nH]c2cc(C(=O)N3CCN(c4ccc(C(C)=O)cc4)CC3)ccc2c1=O,7.9%,-13.9%,-4.4%,i,2.2%,23.2%,?,-5.0%,1.8
Cc1noc(NS(=O)(=O)c2ccc(NC(=O)c3ccc(N(C)C)cc3)cc2)c1C,5.7%,8.8%,0.4%,i,0.2%,-0.8%,-2.8%,14.5%,-1.9
COc1cc(C(=O)NCC(=O)NCCCSc2ccccc2)cc(OC)c1OC,2.2%,3.1%,-18.1%,i,0.3%,-10.6%,-3.0%,-15.9%,-2.4
Cc1ccc(S(=O)(=O)N2CCOCC2)cc1NC(=O)c1cc(-c2ccccn2)nc2ccccc12,4.0%,-1.4%,-19.8%,i,4.8%,-4.7%,2.5%,?,0.8
O=C(Cn1nc(C(F)(F)F)c2c1CCC2)NCc1ccc(Cl)cc1,-2.2%,-5.4%,0.6%,i,0.6%,5.7%,?,6.4%,-1.7
CCCCNC(=O)COc1ccccc1C(=O)c1cc(C#N)c(=O)n(CCOC)c1,-5.0%,-1.8%,-2.5%,i,2.7%,9.9%,11.2%,-4.4%,0.2
CCCCN1C(=O)c2[nH]nc(-c3ccccc3O)c2C1c1ccc(C(C)(C)C)cc1 (stereo not given),/,?,/,/,0.2%,/,?,-27.6%,/
C[C@H](CO)N1C[C@H](C)[C@@H](CN(C)Cc2cccnc2)Oc2cc(-c3cccnc3)ccc2S1(=O)=O,4.0%,/,/,i,-0.6%,7.9%,/,-1.1%,0.0
CC(=O)c1cc(C)ccc1OC(=O)c1cccnc1,-18.4%,-17.9%,-0.2%,i,0.2%,0.0%,/,-3.1%,-0.7
CC(C)n1c(C(F)(F)F)nc2cc(C(=O)N3CCC(O)CC3)ccc21,-0.5%,12.1%,1.6%,i,0.1%,-9.9%,?,-1.9%,0.1
CCCn1c(C(O)c2ccc(OC)c(OC)c2)nc2ccccc21 (stereo not given),7.5%,-3.3%,-0.7%,i,-0.6%,-6.3%,?,?,-3.6
COCCn1c(=S)[nH]c2cc(C(=O)N3CCN(Cc4ccc5c(c4)OCO5)CC3)ccc2c1=O,8.7%,-25.6%,1.4%,i,0.3%,-6.7%,?,15.8%,-2.1
COC(=O)/C(C#N)=C/c1occc1C,0.1%,1.2%,-0.8%,i,2.2%,5.3%,1.4%,?,0.3
O=C(NCCNCc1ccc(F)cc1)c1ccco1,-8.3%,-3.7%,-0.9%,i,0.3%,1.2%,-15.8%,-2.9%,-0.2
Cc1nn(C)c(C)c1CN(C(=O)C1CCC(=O)N(C2CCCCCC2)C1)C(C)C (stereo not given),5.3%,-7.3%,1.2%,i,-1.1%,0.3%,?,-3.9%,2.6
CC(=O)NCCn1c(SCc2cccc([N+](=O)[O-])c2)nc2ccccc2c1=O,-3.9%,-5.7%,2.2%,i,0.4%,1.7%,?,4.7%,0.6
C[C@H](CO)N1C[C@H](C)[C@@H](CN(C)S(=O)(=O)c2ccc(F)cc2)OCc2cnnn2CCCC1=O,13.3%,/,/,i,-0.1%,-3.1%,/,0.0%,-2.4
Cc1ccc2cc3c(N)c(C(=O)N4CCOCC4)sc3nc2c1,-0.9%,-3.4%,-13.9%,i,-1.0%,7.0%,?,0.4%,-1.0
Cc1cc(C)cc(NC(=O)C(OC(=O)c2sccc2C)c2ccccc2)c1 (stereo not given),10.6%,-6.1%,-1.7%,i,-0.5%,-1.0%,-2.2%,0.0%,-1.7
COc1cccc2c1cc1c(=O)n(CC(=O)NCCCN3CCN(C)CC3)nc(C)n12,4.5%,?,-4.8%,i,-0.1%&4.2%,-4.2%,19.1%&6.2%,9.9%&-10.3%,0.3
CCc1nc2c(OCC(=O)C(C)(C)C)cccn2c1N(C=O)Cc1ccc(OC)cc1,2.8%,/,/,i,0.3%[9.22 µM],-3.8%,/,6.3%,-2.1
